Assay outcomes as filed in PubChem.
miR-122 sensor: inhibitors of miR-122 in Huh7 cells | activation (reporter increase), % at 12.5 µM | AID 602342 | Huh7 miR-122 Renilla luciferase sensor, 48 h; neutral wells = 0, positive control = 100 | 0.3% of 340,000 active;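 active = mean replicate activation score at least 90 and every replicate individually at or above 90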;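 also: higher luciferase means less miR-122 activity so hits act as miR-122 inhibitors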
PGC1a acetyl inh: lowers PGC1a acetylation signal in U2OS cells; AlphaScreen anti-acetyl-lysine; with virally co-expressed GCN5 acetyltransferase; inhibition, % at 15.6 µM; 0.17% of 350,000 active; AID 651687;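 active = every replicate shows inhibition of at least 40%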;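 also: 0% = neutral control wells and 100% = positive control wells; some results beyond the cut were filed as inactive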
Cneo AK release: Cryptococcus neoformans lysis via adenylate kinase release. C. neoformans lysis, adenylate kinase release luminescence, 4 h; normalised: neutral wells 0, clomiphene wells 100. lysis activity, % at 15 µM. 0.2% of 360,000 active. AID 651654;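 active = mean lysis activity across replicates of at least 80%, whatever share of replicates individually reach that level; inactive = mean lysis activity below 80%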
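Assay system: log-phase C. neoformans yeast / Quantity: yeast cell density of 5 × 10^6 cells/mL / Medium: fresh YPD growth medium / Compound: single dose / Timing: static 4 h at 37 °C with compound, 1 h detection / Measured by: adenylate kinase release luminescence / Read-out: lysis from increased AK signal / Benchmarks: Clomiphene as positive lysis control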
* marks the source's active call; other numbers are inactive results. This is a subset; count on the stated rates, not on these rows.

SMILES	miR-122 sensor	PGC1a acetyl inh	Cneo AK release
Cc1cccc2cc(CN(CCCO)C(=O)Nc3cccc(Cl)c3)c(=O)[nH]c12	9	-23	-2
CCC(C(=O)Nc1nnc(-c2ccco2)s1)c1ccccc1 (stereo not drawn)	-4	4	0
CC(NC(=O)c1ccccc1Cl)c1nnc(SCC(=O)Nc2ccc(C(=O)O)cc2)n1C (stereo not drawn)	4	7	0
CCOc1ccc(C(=S)N2CCOCC2)cc1	-6	12	-3
COC(=O)C(CC(C)C)NC(=O)c1ccc([N+](=O)[O-])cc1 (stereo not drawn)	3	-4	-1
C=CCn1cc(-c2ccccc2)cc(C#N)c1=O	-4	7	2
COc1ccc(N(CC(=O)Nc2cccc(SC)c2)S(C)(=O)=O)cc1	-2	-7	2
Cc1cc(-c2ccccc2)nc(N(C)NC(=O)c2ccc(Cl)cc2)c1S(C)(=O)=O	-3	-2	1
CN(C)c1nc(N/N=C\c2ccc(Cl)c([N+](=O)[O-])c2)nc(Nc2ccc(F)cc2)n1	-3	3	2
CC(C)Oc1ccc(Cn2c(=O)sc3ccccc32)cc1	3	-5	3
CC1NC(=O)NC1CCCCC(=O)O (stereo not drawn)	-4	-9	0
Cn1nc2c(c1C(=O)O)CCCC2	-6	3	2
CCOC(=O)c1c(N)sn(-c2ccccc2)c1=S	6	-8	1
CCCn1c(=N)n(CC(O)c2ccco2)c2ccccc21 (stereo not drawn)	-5	12	-1
COc1ccc(C(c2nnnn2C2CCCC2)N2CCN(c3ccccc3)CC2)cc1 (stereo not drawn)	1	-14	0
CN1CCN(S(=O)(=O)c2ccc(NC(=O)c3ccc(Br)s3)cc2)CC1	41	-20	-2
Cc1nc(C)c(C(=O)N/N=C/c2c[nH]c3ccccc23)s1	8	7	2
CCOc1ccc(Br)cc1S(=O)(=O)N1CCCC1	0	-6	1
c1ccc(Nc2nc3ccccc3o2)cc1	-3	5	-3
O=C(CSc1nnc(CNC(=O)c2c(F)cccc2Cl)o1)NCc1ccc2c(c1)OCO2	-5	-3	-1
CCc1ccc(/C=c2\s/c(=C\C(=O)C(C)(C)C)[nH]c2=O)cc1	9	0	1
O=C1/C(=C\c2ccc3ccccc3c2)CCCc2ccccc21	14	6	-6
CCn1c(SCC(=O)Nc2nccs2)nnc1-c1ccccc1	3	-12	0
CCOC(=O)CCn1nc(-c2ccccc2)cc1N	-5	-7	1
COc1ccc(C2CC(=O)Nc3ccccc3S2(=O)=O)cc1OC (stereo not drawn)	2	-6	-14

Ordered by the number under PGC1a acetyl inh (high to low): 3 of the compounds above
| SMILES | miR-122 sensor | PGC1a acetyl inh |
| --- | --- | --- |
| C=CCn1cc(-c2ccccc2)cc(C#N)c1=O | -4 | 7 |
| CN(C)c1nc(N/N=C\c2ccc(Cl)c([N+](=O)[O-])c2)nc(Nc2ccc(F)cc2)n1 | -3 | 3 |
| COC(=O)C(CC(C)C)NC(=O)c1ccc([N+](=O)[O-])cc1 (stereo not drawn) | 3 | -4 |

Reformatted with bars between the fields: part of the list above.
molecule | miR-122 sensor | PGC1a acetyl inh | Cneo AK release
O=C(CSc1nnc(CNC(=O)c2c(F)cccc2Cl)o1)NCc1ccc2c(c1)OCO2 | -5 | -3 | -1
CCc1ccc(/C=c2\s/c(=C\C(=O)C(C)(C)C)[nH]c2=O)cc1 | 9 | 0 | 1
O=C1/C(=C\c2ccc3ccccc3c2)CCCc2ccccc21 | 14 | 6 | -6
CCn1c(SCC(=O)Nc2nccs2)nnc1-c1ccccc1 | 3 | -12 | 0

(continued)
SMILES	miR-122 sensor	PGC1a acetyl inh	Cneo AK release
COc1ccc(S(=O)(=O)N(CC(=O)N/N=C/c2cccs2)c2ccc(C)cc2)cc1OC	5	36	2
CC(=O)Nc1nc(C)c(Cc2ccccc2)c(=O)[nH]1	-2	-4	1
Cc1ccc(CNC(=O)C2CCCN(S(C)(=O)=O)C2)cc1 (stereo not drawn)	2	-1	1
CC1=C(C(=O)OC(C)C)C(c2coc3ccccc3c2=O)C2=C(CCCC2=O)N1 (stereo not drawn)	0	-9	-1
CCOc1cc2c(cc1OCC)C(C(=O)O)C(c1cc(OC)c(OC)c(OC)c1)N(C)C2=O (stereo not drawn)	4	-5	-1
Cc1ccc(C)c(NC(=S)NCCN2CCOCC2)c1	-3	4	2
COc1ccc(OC)c(C(=O)C2COC(=O)C2)c1 (stereo not drawn)	1	12	-1
CC1CSc2nc3sc4c(c3c(=O)n21)CCCC4 (stereo not drawn)	-2	-7	-9
O=C(O)CCC(NC(=O)OCc1ccccc1)C(=O)O (stereo not drawn)	-3	-8	0
COC(=O)C(Cc1ccc(O)cc1)NC(=O)c1ccccc1OC (stereo not drawn)	-1	-1	-1
O=C(c1ccccc1NS(=O)(=O)c1ccc(F)cc1)N1CCCC1	0	6	1
COc1ccc(Cc2nnc(NC(=O)c3cccs3)s2)cc1	-10	2	0
COc1ccc(Cl)cc1C(=O)NNC(=S)NC(=O)c1ccc(F)c(F)c1	-5	3	2
CCOCCn1c(N2CCN(c3ccc(OC)cc3)CC2)nc2c1c(=O)n(C)c(=O)n2C	-9	3	1
CSc1nsc(SC)c1C(=O)NCCNS(=O)(=O)c1ccc(C)cc1	0	-2	1
CCOC(=O)[C@@H]1[C@H]2COc3ccccc3[C@@H]2N2C(=O)N(c3ccccc3)C(=O)[C@@]12C	6	-14	-1
Cc1ccccc1N(C)S(=O)(=O)c1ccc2[nH]cc(C(=O)NCC3CCCO3)c(=O)c2c1 (stereo not drawn)	2	-23	15
CC(NC(=O)CCCN1C(=O)c2ccccc2C1=O)c1ccc2c(c1)CCCC2 (stereo not drawn)	-4	3	3
Cc1cc(C)c(NC(=O)OCCN2CCOCC2)c(C)c1	-3	-9	-1
Cc1cc(N2CCC(C(N)=O)CC2)nc(-c2ccccc2)n1	-1	-2	-2
Cn1nc(CC(=O)NCc2cccc3ccccc23)c2ccccc2c1=O	-3	6	-1
C1CCc2nnc(-c3nnc4n3CCCCC4)n2CC1	2	2	0
COc1ccc(CNC(=O)c2cccs2)cc1	-1	2	2
Cc1cc(C)cc(OCC(=O)NCCN2CCOCC2)c1	0	15	1
O=S1(=O)N=C(Nc2nncs2)c2ccccc21	0	7	4

(continued)
SMILES	miR-122 sensor	PGC1a acetyl inh	Cneo AK release
CS(=O)(=O)N(CC(=O)O)c1cc(Cl)cc(Cl)c1	0	-11	-1
COCC(=O)n1nc(NCc2ccc(OC)cc2)nc1NCc1ccc(OC)cc1	-4	3	1
CCOC(=O)C1CCCN(Cc2nc(N)nc(Nc3ccccc3)n2)C1 (stereo not drawn)	-3	-6	-1
Cc1cc(=O)n2nc(N3CCCC(C(=O)NCc4ccc5c(c4)OCO5)C3)sc2n1 (stereo not drawn)	-8	-3	1
C(=C\c1ccccc1)/CSc1nnc(-c2cnccn2)n1Cc1ccco1	10	-18	-1
c1ccc(CN2CCN(c3nc(-c4ccccc4)nc(-n4ccnc4)n3)CC2)cc1	-16	17	5
O=C1NC2(C=Cc3c(ccc4ccccc34)O2)Oc2ccccc21 (stereo not drawn)	0	-14	1
CCOC(=O)Cn1cnc2c(C#N)c3n(c2c1=O)CCCCC3	3	7	1
Fc1ccccc1C(c1nnnn1C1CCCC1)N1CCN(Cc2ccccc2)CC1 (stereo not drawn)	0	-9	1
O=C(c1ccco1)N1CCn2c1nc1ccccc12	-12	-12	2
CN1CCN(c2cc(N3CCN(C(=O)c4ccco4)CC3)c3c4c(onc24)-c2ccccc2C3=O)CC1	-1	0	0
CCCCC(=O)c1ccc(O)cc1O	0	-4	1
CC12CS(=O)(=O)CC1SC(=S)N2c1ccccn1 (stereo not drawn)	-4	-7	0
Cc1ccc(-c2csc(NC(=O)Cc3cccs3)n2)cc1C	-12	-28	-2
COc1ccc(/C=N/n2cnnc2SCCO)cc1OC	-3	7	-1
COc1ccc(C)cc1S(=O)(=O)Nc1cccc(Cl)c1	19	-4	-3
CC1Cc2ccccc2N1Cc1nc2cc(Cl)ccc2c(=O)[nH]1 (stereo not drawn)	-3	-7	0
O=C(COC(=O)C1=COCCO1)NCCCc1ccccc1	1	12	0
CC(=O)c1ccc(-n2nncc2C)cc1	-1	0	0
CCSc1nc(N)nc(-c2cccs2)c1C#N	-11	-4	-7
Cc1cccc(-c2noc(-c3ccccc3C(=O)NCC3CCCO3)n2)c1 (stereo not drawn)	8	-2	-6
N#CCC(=O)N/N=C/c1ccc(Sc2nc3ccccc3s2)o1	-5	-13	1
O=C(O)CCCC(=O)Nc1ccc(C(=O)N2CCCCC2)c(Cl)c1	0	5	-2
CC1=C(C(=O)OCc2ccccc2)C(c2ccco2)C2=C(CC(C)(C)CC2=O)N1 (stereo not drawn)	-7	-13	-2
CC1(C)Cc2c(sc3c2c(=N)n(Cc2ccco2)c(=O)n3CC(=O)Nc2ccccc2)CO1	-1	2	5

Overlap with the part before: four compounds, followed by the next part.
SMILES	miR-122 sensor	PGC1a acetyl inh	Cneo AK release
N#CCC(=O)N/N=C/c1ccc(Sc2nc3ccccc3s2)o1	-5	-13	1
O=C(O)CCCC(=O)Nc1ccc(C(=O)N2CCCCC2)c(Cl)c1	0	5	-2
CC1=C(C(=O)OCc2ccccc2)C(c2ccco2)C2=C(CC(C)(C)CC2=O)N1 (stereo not drawn)	-7	-13	-2
CC1(C)Cc2c(sc3c2c(=N)n(Cc2ccco2)c(=O)n3CC(=O)Nc2ccccc2)CO1	-1	2	5
CN(Cc1nc(-c2ccccn2)no1)S(=O)(=O)c1ccc(Cl)cc1	-1	-11	-1
Cc1ccnc(SCCn2c(Br)nc3c2c(=O)[nH]c(=O)n3C)n1	2	2	2
Cc1nc(SCC(=O)NCc2ccco2)c2oc3ccccc3c2n1	-2	-1	4
Cc1nn(-c2ccccc2)c2c1c(C)c(CCC(=O)N1CCOCC1)c(=O)n2C	6	14	0
CCCn1c(C)cc(C(=O)CN2C(=O)c3cccc(N)c3C2=O)c1C	-6	12	-2
CC(=NCC1CCCO1)c1c(O)[nH]c(=O)[nH]c1=O (stereo not drawn)	30	4	1
O=C(NCc1ccco1)c1nn2c(C(F)(F)F)cc(-c3cccs3)nc2c1Br	-6	24	1
CCN1/C(=C/c2ccc3ccccc3[n+]2CC)C=Cc2ccccc21	-17	9	-10
O=C(CS(=O)(=O)c1ccccc1)c1cc2ccccc2oc1=O	3	11	6
CCOCCn1c(CN2CCN(c3ccccc3)CC2)nc2c1c(=O)n(C)c(=O)n2C	-8	2	1
CC(=O)c1ccc2cccc3c2c1N=CN3C	-4	-8	-3
Cc1cc(C)cc(N(CC(=O)N2CCOCC2)S(=O)(=O)c2ccccc2)c1	4	-9	7
CN(Cc1nc(-c2cccnc2)no1)S(=O)(=O)c1ccc(Br)cc1	-2	-7	-1
COCCn1c(N)c(C#N)c2nc3ccccc3nc21	-1	-4	7
COC(=O)/C=c1/s/c(=C(/C#N)C(=O)NCc2ccccc2)n(-c2ccccc2)c1=O	-2	0	-4
CC(=O)c1c(C)cc(C)c(CSc2nc(C)cc(=O)[nH]2)c1C	1	-24	0
CCCCCCC(=O)NCC(=O)OCC(=O)c1ccccc1	-6	2	0
CCOC(=O)Cc1csc(SCc2nc3sc4c(c3c(=O)[nH]2)CCC4)n1	-4	-10	0
Nc1cc(OC(=O)c2ccco2)nn1S(=O)(=O)c1ccc(F)cc1	9	-17	0
CCCN1C(C)C(C(=O)OCC)=CN(Cc2cccc(I)c2)S1(=O)=O (stereo not drawn)	-1	-3	-1
Brc1ccc(-c2nnc(-c3ccccc3Br)o2)cc1	0	5	-2
CCOc1ccc(-n2c(Cc3ccccc3)nnc2SCc2c(C)noc2C)cc1	4	-17	1
Cc1cccc(OCCC(=O)Nc2c(C)n(C)n(-c3ccccc3)c2=O)c1	-10	4	0
COc1cc(OC)cc(-c2nc(N)n[nH]2)c1	-2	-11	3
N#CCSc1n[nH]c2nc3c(c(=O)n12)C1(CCCC1)Cc1ccccc1-3	4	-11	4

Next part
SMILES	miR-122 sensor	PGC1a acetyl inh	Cneo AK release
Cc1ccc(S(=O)(=O)NC(CN2CCOCC2)=NCCNS(=O)(=O)c2ccccc2)cc1	1	10	-1
CCOC(=O)c1cc2c(nc1N)CC(C)(C)OC2	3	19	-1
O=C1/C(=C/c2cccs2)N=C(c2cccs2)N1Nc1ccccc1	-12	-1	-1
CCC(C)NC(=O)Cn1cccc1C(=O)c1ccccc1 (stereo not drawn)	-3	-3	-1
CCOc1ccccc1C(=O)NCC(=O)OCC(=O)c1ccc2c(c1)OCCO2	-1	-3	-2
CCc1ccccc1NC(=O)N[C@@H](C)C(=O)O	5	-5	67
CCN(C(=O)Cn1c(=O)oc2ccccc21)c1cccc(C(F)(F)F)c1	-8	0	-3
CC(C)COC(=O)N1CCCC1C(=O)Nc1nccs1 (stereo not drawn)	2	-9	-1
COCCN(C(=O)CNC(=O)c1cccs1)C(C(=O)NC1CCCC1)c1cccs1 (stereo not drawn)	-2	2	1
O=C(NCCN1CCOCC1)c1c(F)c(F)c(F)c(F)c1F	1	-9	2
CCN(CC)C(=O)CSc1nc2ccccc2n1CC(=O)N1CCN(c2ccccc2OC)CC1	-4	-1	0
N=C1/C(=C/c2coc3ccccc3c2=O)C(=O)N=C2SC(c3ccco3)=NN12	4	9	-1
O=C(O)CNC(=O)c1ccc(S(=O)(=O)N2CCOCC2)cc1	5	5	-2
N#C/C(=C/c1ccc(N2CCOCC2)o1)c1nc2ccccc2[nH]1	-4	-7	-8
O=C(CCC1CCCCC1)NCc1ccncc1	-2	1	-1
